HTT cytoprotect: qHTS Multiplex Assay to Identify Dual Action Probes in a Cell Model of Huntington: Cytoprotection (ATP); 0.14% of 230,000 active; PC12 HTT-Q103 induced, cytoprotection, ATP luminescence, 40 h; Potency, µM (doses to about 56.4 µM), without a hit: cytoprotection (ATP increase), hits mostly activators;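 also: potency is read from the fitted curve at half-maximal effect; % of control where 0% means no effect; nearly all actives have a fitted effect of over 45% in size; toxic huntingtin expression switched on by the ecdysone agonist tebufenozide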
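Huntington model: PC12 line, ecdysone-inducible HTTQ103 exon1–GFP, tebufenozide 100 nM. Test articles in a dose series. Endpoint luminescence from cellular ATP.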
IMPase Li cell: qHTS Assay for Identifying the Cell-Membrane Permeable IMPase Inhibitors: Potentiation with Lithium. AID 1457, 2008. CHO-M1 cells, IP1 TR-FRET (IP-One), carbachol + lithium. Potency, µM (titrated, usually from 59.4 µM), without a hit: at the top dose activity, negative = IMPase inhibition, most hits filed as inhibitors. 0.35% of 210,000 active;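 also: IP1 builds up when IMPase is blocked and the TR-FRET signal falls; potency is read from the fitted curve at half-maximal effect; plate controls were basal vehicle for no effect and high inhibitor control for full effect; nearly all actives have a fitted effect of over 50% in size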
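Readout is a homogeneous TR-FRET IP1 immunoassay (Ex 320, Em 665 and 620), where raised cytosolic IP1 lowers signal. Cells were CHO-M1 treated 30 min at 37C with test compounds plus a little lithium; AC50 values came from Hill-equation fitting.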
SMN2 splice enh: qHTS Assay for Enhancers of SMN2 Splice Variant Expression; HEK293 SMN2-luciferase splicing reporter, luminescence, 30-36 h; Potency, µM (highest dose often 46.1 µM), inactives show at the highest dose activity change, positive = activation, actives largely listed as activators; 2.8% of 210,000 active; also: potency is read from the fitted curve at half-maximal effect; % of control where 0% means no effect; nearly all actives have a fitted effect of over 55% in size
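qHTS luciferase splicing reporter: luminescence rises when SMN2 exon 7 is included in transfected HEK293 cells. Compound exposure lasted 30-36 h at 37C, with 4.5 mM final sodium butyrate as control, followed by a ONE-Glo read.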
LMNA splice mod: qHTS Assay for Modulators of Lamin A Splicing | AID 1487, 2009 | Potency, µM (highest dose often 46.1 µM), for inactives: top-dose ratio change, negative = inhibition, usual class: inhibitors | HeLa LMNA splicing GFP/RFP minigene ratio, 48 h | 0.01% of 200,000 active; active = well fitted inhibition curve with a large enough effect in the signal ratio, with a control signal flat, not every such curve was filed as active; inconclusive = small, poorly fitted or top-dose-only effect, or effect the other way, or a change in a side signal; the % refers to the signal ratio; also: potency is read from the fitted curve at half-maximal effect; % is scaled to controls: 0 for no effect and ±100 for the full control effect
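S3 HeLa stable clones carrying a lamin A-EGFP splicing minigene plus DsRed2 were seeded at 600 cells/well in Opti-MEM with 2% FBS, pin-dosed and incubated 48 h at 37°C. Acumen cytometry (488 nm) gave the GFP/RFP total-intensity ratio.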
CBFb RUNX1 block: qHTS Assay for Compounds Blocking the Interaction Between CBF-beta and RUNX1 for the Treatment of Acute Myeloid Leukemia | Runt-related transcription factor 1 (Homo sapiens) + Core-binding factor subunit beta … | AlphaScreen CBFb-His/RUNX1-biotin binding, biochemical | Potency, µM (titrated, usually from 59.8 µM), for inactives: at the top dose activity, negative = inhibition, usual class: inhibitors | 230,000 tested, under 10 active | AID 1477, 2009; also: % of control where 0% means no effect
Target sequence (Q01196 whole entry, looked up): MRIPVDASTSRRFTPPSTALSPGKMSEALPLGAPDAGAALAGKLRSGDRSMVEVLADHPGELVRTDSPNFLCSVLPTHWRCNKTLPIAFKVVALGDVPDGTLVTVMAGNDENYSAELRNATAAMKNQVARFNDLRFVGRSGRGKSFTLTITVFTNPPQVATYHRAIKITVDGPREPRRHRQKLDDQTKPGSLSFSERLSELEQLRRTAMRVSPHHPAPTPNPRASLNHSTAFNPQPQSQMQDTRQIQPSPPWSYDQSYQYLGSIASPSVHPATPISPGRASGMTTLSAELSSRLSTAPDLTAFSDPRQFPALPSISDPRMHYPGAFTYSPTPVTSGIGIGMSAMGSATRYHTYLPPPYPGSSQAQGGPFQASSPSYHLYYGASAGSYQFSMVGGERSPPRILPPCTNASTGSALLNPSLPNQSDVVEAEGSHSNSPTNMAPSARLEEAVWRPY
Target sequence (Q13951 whole entry, looked up): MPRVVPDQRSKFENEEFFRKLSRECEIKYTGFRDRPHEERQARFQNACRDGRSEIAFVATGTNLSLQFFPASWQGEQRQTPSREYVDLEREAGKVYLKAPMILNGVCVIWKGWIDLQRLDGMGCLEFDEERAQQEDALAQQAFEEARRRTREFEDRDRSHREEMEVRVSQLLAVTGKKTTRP
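His-tagged CBF-beta and biotinylated RUNX1 (30 nM each) were premixed 20 min at room temperature, exposed to compound for 15 min, then given nickel-chelate and streptavidin AlphaScreen beads (50 ng each). After 90 min, AlphaScreen signal was read.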
HttQ103 aggreg: qHTS Multiplex Assay to Identify Dual Action Probes in a Cell Model of Huntington: Aggregate Formation (GFP). PC12 HttQ103-GFP aggregates, Acumen cytometry, 40 h. Potency, µM (series often up to 46.1 µM), for the others: at the top dose activity change, negative = inhibition, usual class: inhibitors. 1.1% of 220,000 active. AID 1688, 2009; also: potency is read from the fitted curve at half-maximal effect; % is scaled to controls: 0 for no effect and ±100 for the full control effect; nearly all actives have a fitted effect of over 60% in size
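PC12/HTTQ103-GFP, ecdysone-inducible; teb 100 nM; cpd qHTS titration; GFP aggregates read on laser cytometer, Ex 488/Em 500-530 nm.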
Luc counter: Counterscreen for Luciferase (Kinase-Glo TM) Inhibition; Kinase-Glo luciferase, ATP luminescence, 8 min; 0.28% of 200,000 active; Potency, µM (highest dose often 38.3 µM), for inactives: at the top dose activity change, negative = inhibition, most hits filed as inhibitors; also: potency is read from the fitted curve at half-maximal effect; % is scaled to controls: 0 for no effect and ±100 for the full control effect; nearly all actives have a fitted effect of over 60% in size
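Inhibition of Kinase-Glo luciferase light generation was assessed at 10 uM ATP in pH 7.2 imidazole buffer, with luminescence measured after eight minutes at ambient temperature.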
An asterisk follows results filed as active; & = joins results of further samples; [ ] = another dose, or the depositor's remark. Unless noted, calls follow the shape of the dose curve; as a rule, active = well fitted curve in the direction sought with a large enough effect; inconclusive = small, poorly fitted or top-dose-only effect, or another doubt; inactive = no such curve, though single readings can be large; an effect the other way counts as inactive or inconclusive. Compounds as they come; about 4% have a hit in one of these screens.

For O=C(/C(=N/O)n1cncn1)c1ccccc1Cl the results were HTT cytoprotect -1%[10 µM], CBFb RUNX1 block -1% and HttQ103 aggreg 12%[9.22 µM].
Screening O=C(O)CC1(CC(=O)NCc2ccccn2)CCCCC1 returned HTT cytoprotect 14%[10 µM], CBFb RUNX1 block -1% and HttQ103 aggreg -3%[9.22 µM].
For O=c1c2ccccc2ncn1CCCOc1ccccc1[N+](=O)[O-] the results were HTT cytoprotect -65%[inhibitor], LMNA splice mod -2%, CBFb RUNX1 block 2% and HttQ103 aggreg inconclusive.
COc1cccc(NC(=O)C(NC2CCCC2)c2ccccc2)c1 (stereo not given) was read as HTT cytoprotect -33%, IMPase Li cell 12%[38.3 µM], SMN2 splice enh -10%, LMNA splice mod 18%, CBFb RUNX1 block 4%, HttQ103 aggreg 3% and Luc counter 0%.
`O=C(Oc1ccc(=O)n(-c2ccccc2)n1)c1cccc(Cl)c1` gave HTT cytoprotect -2%, IMPase Li cell -2%[38.3 µM], SMN2 splice enh -13%, LMNA splice mod -4%, CBFb RUNX1 block -1%, HttQ103 aggreg 7% and Luc counter 0%.
Cc1cc(C)n(Cc2ccccc2F)c(=O)c1C#N was read as HTT cytoprotect 2%, IMPase Li cell 2%, SMN2 splice enh 5%, LMNA splice mod -8%, CBFb RUNX1 block 1%[2.36 µM], HttQ103 aggreg -13% and Luc counter 0%.
For O=C(COc1ccc(F)cc1Br)N1CCc2ccccc21 the results were HTT cytoprotect -1%[1.9 µM], IMPase Li cell 24%[38.3 µM], SMN2 splice enh 11µM*, LMNA splice mod 7%, CBFb RUNX1 block 11%, HttQ103 aggreg -7% and Luc counter -9%.
Screening CCn1c2ccccc2c2cc(NC(=O)c3ccco3)ccc21 returned HTT cytoprotect -16%, IMPase Li cell 15%[38.3 µM], SMN2 splice enh 10%, LMNA splice mod inconclusive, CBFb RUNX1 block -1%, HttQ103 aggreg 8% and Luc counter 2%.
For COc1ccc(CCNC(=O)CSc2c[nH]c3ccccc23)cc1OC the results were HTT cytoprotect -15%, IMPase Li cell 4%, SMN2 splice enh -15%, LMNA splice mod -2%[9.22 µM], CBFb RUNX1 block 7%, HttQ103 aggreg -12% and Luc counter 1%.
Screening c1ccc(OCc2nn3c(Cn4nnc5ccccc54)nnc3s2)cc1 returned HTT cytoprotect -15%, IMPase Li cell 25%[38.3 µM], SMN2 splice enh -9%, LMNA splice mod 22%, CBFb RUNX1 block 2%, HttQ103 aggreg 10% and Luc counter -2%.
`COC(=O)[C@@H]1C[C@H]2CC[C@H](O)C[C@H]2N1Cc1ccccc1OC(=O)c1cccs1` gave HTT cytoprotect -17%, IMPase Li cell -1%, SMN2 splice enh -9%, CBFb RUNX1 block 9%&4%, HttQ103 aggreg -7%[9.22 µM] and Luc counter -3%.
COc1ccccc1NC(=S)NNC(=O)c1nn(C)c(C)c1Br was read as HTT cytoprotect 10%[10 µM], IMPase Li cell 4%, SMN2 splice enh 22%, LMNA splice mod 6%, CBFb RUNX1 block inconclusive, HttQ103 aggreg -7% and Luc counter 2%.
For COc1ccc(OC)c(C2=NOC(C(=O)N3CCN(c4ccccc4)CC3)C2)c1 (stereo not given) the results were HTT cytoprotect -33%[inhibitor], IMPase Li cell -8%[38.3 µM], SMN2 splice enh -4%, LMNA splice mod -2%, CBFb RUNX1 block -9%, HttQ103 aggreg 6% and Luc counter -1%.
Cc1ccc(C)c(NC(=O)C(=O)NCCc2c[nH]c3ccccc23)c1 was read as HTT cytoprotect -56%[inhibitor], IMPase Li cell 10%, SMN2 splice enh -9%, CBFb RUNX1 block -2%, HttQ103 aggreg -2% and Luc counter -1%.
For O=C(CC1Nc2ccccc2NC1=O)NC1CCCCC1 (stereo not given) the results were HTT cytoprotect -12%, IMPase Li cell -14%[38.3 µM], SMN2 splice enh -3%, LMNA splice mod 0%, CBFb RUNX1 block 0%, HttQ103 aggreg inconclusive and Luc counter -3%.
For CCN(CC)C(=O)CSc1nc2ccccc2c(=O)n1-c1cccc(OC)c1 the results were HTT cytoprotect 1%, IMPase Li cell 41%[38.3 µM], LMNA splice mod 10%, CBFb RUNX1 block 3%, HttQ103 aggreg 1% and Luc counter -5%.
For Cc1ccc(Cl)cc1N1CCN(C(=O)C2CCN(S(C)(=O)=O)CC2)CC1 the results were HTT cytoprotect -6%, IMPase Li cell 7%, SMN2 splice enh -46%[inhibitor], LMNA splice mod 7%[9.22 µM], CBFb RUNX1 block -8%, HttQ103 aggreg -14% and Luc counter 2%.
CC(SC(=S)N1CCCC1)C(=O)O (stereo not given) was read as HTT cytoprotect 0%[10 µM], IMPase Li cell 0%, SMN2 splice enh 17%, CBFb RUNX1 block -4%, HttQ103 aggreg -17%[9.22 µM] and Luc counter 2%.
Screening C/C(=N\Nc1ccc(C(=O)O)cc1)c1ccc2c(c1)Nc1ccccc1S2 returned HTT cytoprotect 0%[10 µM], CBFb RUNX1 block -11% and HttQ103 aggreg -2%[9.22 µM].
C/C(CC(=O)NC1CCCC1)=N\NC(=O)Cc1cccs1 was read as HTT cytoprotect -14%, IMPase Li cell 8%[38.3 µM], SMN2 splice enh 1%, LMNA splice mod -4%, CBFb RUNX1 block -3%, HttQ103 aggreg 5% and Luc counter 0%.
CC1CCCN(C/C(O)=C(\C#N)c2nc3ccccc3[nH]2)C1 (stereo not given) was read as HTT cytoprotect -20%[0.074 µM], IMPase Li cell 3%[38.3 µM], SMN2 splice enh 4%, LMNA splice mod 4%, CBFb RUNX1 block 6%, HttQ103 aggreg -6% and Luc counter 1%.
For N#C/C(=C/c1ccco1)C(N)=S the results were HTT cytoprotect 7%[10 µM], CBFb RUNX1 block inconclusive and HttQ103 aggreg -9%[9.22 µM].
For CCOC(=O)c1sc(=NC(=O)c2ccc(S(=O)(=O)N3CC(C)OC(C)C3)cc2)n(C)c1C (stereo not given) the results were HTT cytoprotect 3%, LMNA splice mod inconclusive, CBFb RUNX1 block -2% and HttQ103 aggreg 4%.
For COCCNC(=O)CSCc1cc(C)cc(C)c1 the results were HTT cytoprotect -25%, IMPase Li cell -1%, SMN2 splice enh -15%, LMNA splice mod 26%[46 µM], CBFb RUNX1 block 7%, HttQ103 aggreg 14% and Luc counter 0%.
For COc1ccc(NC(=O)NC2CCN(C(C)C)CC2)c(OC)c1 the results were HTT cytoprotect 8%, IMPase Li cell 21%[38.3 µM], SMN2 splice enh -11%, LMNA splice mod -7%, CBFb RUNX1 block 13%, HttQ103 aggreg 3%[1.84 µM] and Luc counter 7%.
For Cc1[nH]c2ccccc2c1C(=O)COC(=O)Cn1c(C(F)(F)F)nc2ccccc21 the results were HTT cytoprotect 3%[10 µM], IMPase Li cell 9%, SMN2 splice enh -1%, LMNA splice mod inconclusive, CBFb RUNX1 block 1%, HttQ103 aggreg -9% and Luc counter 0%.
CN(C)CCCN(C(=O)CCc1ccccc1)c1nc2ccc(Cl)cc2s1 was read as HTT cytoprotect 5%[10 µM], IMPase Li cell 28%, SMN2 splice enh -108%[inhibitor], LMNA splice mod -11%, CBFb RUNX1 block 1%, HttQ103 aggreg -12% and Luc counter 2%.
`CCCCC(=O)OCC(=O)Nc1ccc(OC(F)F)cc1` gave HTT cytoprotect 2%[10 µM], IMPase Li cell -1%[38.3 µM], SMN2 splice enh -16%, LMNA splice mod 0%, CBFb RUNX1 block 9%, HttQ103 aggreg 6% and Luc counter -3%.
`Cc1cc(C(F)(F)F)nn1CC(=O)NNC(=S)Nc1ccc(F)cc1` gave HTT cytoprotect -1%, IMPase Li cell 23%[38.3 µM], SMN2 splice enh -1%, LMNA splice mod 13%, CBFb RUNX1 block -1%, HttQ103 aggreg 1% and Luc counter -2%.
For Clc1cc(Cl)c(Cl)cc1Cl the results were HTT cytoprotect 1%, IMPase Li cell -8%, SMN2 splice enh 5% and CBFb RUNX1 block 14%[21.7 µM].

Gathered by group, those above containing two or more sulfur atoms.
CC(SC(=S)N1CCCC1)C(=O)O (stereo not given) was read as HTT cytoprotect 0%[10 µM], IMPase Li cell 0%, SMN2 splice enh 17%, CBFb RUNX1 block -4%, HttQ103 aggreg -17%[9.22 µM] and Luc counter 2%.
For CCOC(=O)c1sc(=NC(=O)c2ccc(S(=O)(=O)N3CC(C)OC(C)C3)cc2)n(C)c1C (stereo not given) the results were HTT cytoprotect 3%, LMNA splice mod inconclusive, CBFb RUNX1 block -2% and HttQ103 aggreg 4%.

New compounds follow.
For CC(C)(C)C(=O)C(Cl)C(=O)Nc1ccccc1 (stereo not given) the results were HTT cytoprotect -20%[10 µM], CBFb RUNX1 block 8% and HttQ103 aggreg -17%[9.22 µM].
For CCCOc1ccc(C(=O)ON=C2CCN(C)CC2)cc1 the results were HTT cytoprotect 11%, IMPase Li cell 1%, SMN2 splice enh -25%, CBFb RUNX1 block 1%, HttQ103 aggreg 13% and Luc counter 1%.
Screening CC(=O)c1csc(COc2ccc(Cl)cc2)n1 returned HTT cytoprotect 3%[10 µM], CBFb RUNX1 block 4% and HttQ103 aggreg 7%[9.22 µM].
For N#CC1=C(N)Oc2n[nH]c(-c3ccccc3)c2C1c1ccncc1 (stereo not given) the results were HTT cytoprotect 12%, IMPase Li cell 13%[38.3 µM], SMN2 splice enh 0%, LMNA splice mod 1%, CBFb RUNX1 block 3%, HttQ103 aggreg 7% and Luc counter -3%.
`Cn1c(=O)c(CCc2ccccc2)nc2cnc(Nc3ccccc3)nc21` gave HTT cytoprotect -43%[inhibitor], IMPase Li cell -18% and LMNA splice mod 1%.
For CCOC(=O)C1=C(C)NC(C)=C(C(=O)OCC)C1C(=O)OCC(=O)N1CCC(C)CC1 the results were HTT cytoprotect 4%, IMPase Li cell 4%[38.3 µM], SMN2 splice enh 7%, LMNA splice mod 1%, CBFb RUNX1 block 4%, HttQ103 aggreg 4% and Luc counter -4%.

Screening results from PubChem.
